DT40 TDP1 CPT = growth inhibition of DT40 Tdp1-/-;hTDP1 cells with camptothecin (screen for TDP1 inhibitors). 420,000 compounds, 12% hits. Potency, µM (doses to about 46.2 µM), for inactives: top-dose activity change, negative = growth inhibition, usual class: inhibitors. chicken DT40 Tdp1-/-;hTDP1 cells + 20 nM CPT, ATP luminescence, 48 h; also: nearly all actives have a fitted effect of over 55% in size
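Chicken DT40 Tdp1-/- cells complemented with human TDP1, 400 cells/well, exposed to compounds plus 20 nM camptothecin for at least 48 h at 37 C; viability read as ATP content by CellTiter-Glo luminescence.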
GCN5L2 inh = blocks human GCN5L2 histone acetyltransferase | Q92830 | GCN5L2 HAT assay, ThioGlo1 CoA-SH fluorescence | Potency, µM (titrated, usually from 58.9 µM), for inactives: at the highest dose activity change, negative = inhibition, usual class: inhibitors | 390,000 compounds, 0.21% hits | AID 504327
Target sequence (Q92830 whole entry, looked up): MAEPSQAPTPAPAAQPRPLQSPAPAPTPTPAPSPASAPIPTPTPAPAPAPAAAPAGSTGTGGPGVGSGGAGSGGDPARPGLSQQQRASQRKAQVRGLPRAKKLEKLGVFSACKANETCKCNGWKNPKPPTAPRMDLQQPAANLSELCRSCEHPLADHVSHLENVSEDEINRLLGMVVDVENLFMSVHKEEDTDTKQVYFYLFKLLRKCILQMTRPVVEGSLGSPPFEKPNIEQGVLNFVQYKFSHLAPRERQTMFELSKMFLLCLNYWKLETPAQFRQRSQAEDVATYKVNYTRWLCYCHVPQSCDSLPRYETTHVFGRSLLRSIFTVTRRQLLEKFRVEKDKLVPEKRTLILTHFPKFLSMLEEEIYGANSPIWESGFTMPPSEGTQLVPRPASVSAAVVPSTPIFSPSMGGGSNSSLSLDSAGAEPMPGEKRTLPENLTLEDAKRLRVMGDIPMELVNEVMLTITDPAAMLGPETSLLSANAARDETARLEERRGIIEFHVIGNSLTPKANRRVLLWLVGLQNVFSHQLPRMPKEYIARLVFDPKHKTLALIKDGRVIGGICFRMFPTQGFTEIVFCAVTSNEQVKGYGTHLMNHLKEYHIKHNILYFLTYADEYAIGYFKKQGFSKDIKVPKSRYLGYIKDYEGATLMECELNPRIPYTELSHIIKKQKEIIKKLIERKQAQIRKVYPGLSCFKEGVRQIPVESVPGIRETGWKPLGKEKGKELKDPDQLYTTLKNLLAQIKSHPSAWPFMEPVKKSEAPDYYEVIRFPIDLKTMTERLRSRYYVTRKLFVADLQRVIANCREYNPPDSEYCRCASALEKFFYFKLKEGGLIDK
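Free CoA generated was detected with ThioGlo1 (50uM) fluorescence at Ex340nm/Em540nm, read immediately and after 20 min at room temperature. Enzyme, 20 nM in HEPES pH 7.5 buffer, saw compounds 15 min before adding 75uM H3(1-25) peptide and 70uM acetyl-CoA.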
DT40 TDP1 no CPT = qHTS for Inhibitors of human tyrosyl-DNA phosphodiesterase 1 (TDP1): qHTS in cells in absence of CPT; DT40 Tdp1-/- hTDP1 cells, no CPT, ATP luminescence, 48 h; Potency, µM (titrated, usually from 46.2 µM), without a hit: at the top dose activity change, negative = growth inhibition, actives largely listed as inhibitors; 420,000 compounds, 15% hits; also: nearly all actives have a fitted effect of over 55% in size
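Readout: luminescence from CellTiter-Glo after 30 min in the dark at RT. Cells: DT40 Tdp1-/- with stable hTDP1, 400/well. Exposure: compounds alone, ≥48 hr, 37 °C.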
* marks the source's active call; other numbers are inactive results; ? = inconclusive; / = not tested or not shown; & = joins results of further samples; [ ] = dose if it differs, or a comment. Calls follow the shape of the dose curve; as a rule, active = well fitted curve in the direction sought with a large enough effect; inconclusive = small, poorly fitted or top-dose-only effect, or another doubt; inactive = no such curve, though single readings can be large; an effect the other way counts as inactive or inconclusive. % is scaled to controls: 0 for no effect and ±100 for the full control effect; potency is read from the fitted curve at half-maximal effect.

Start of the data: the first 6 entries as a preview:
| SMILES | DT40 TDP1 CPT | GCN5L2 inh | DT40 TDP1 no CPT |
| --- | --- | --- | --- |
| CN(C)c1ccc(C(CNS(=O)(=O)c2ccccc2)N2CCc3ccccc32)cc1 (centres undefined) | ? | -15% | -26% |
| CCOC(=O)c1cc(-c2ccccc2)n(Cc2cc(CC)no2)n1 | -15% | -4% | -17% |
| CCOc1ccc(CCNC(=O)CN2C(=O)COc3ccc(S(=O)(=O)N(CC)CC)cc32)cc1 | 23µM* | -14% | ? |
| CC(C)CCNC(=O)CCNS(=O)(=O)c1ccc(Cl)cc1 | -2% | 1% | -6% |
| CC(C)[C@@H](CSc1ccccc1)N1CCN(Cc2ccccc2)CCC1=O | ? | 0% | ? |
| O=C(NC1CCCCC1)c1ccc(S(=O)(=O)N2CCOCC2)cc1 | -9% | -2% | -19% |

All compounds of this part, previewed entries included:
| SMILES | DT40 TDP1 CPT | GCN5L2 inh | DT40 TDP1 no CPT |
| --- | --- | --- | --- |
| CN(C)c1ccc(C(CNS(=O)(=O)c2ccccc2)N2CCc3ccccc32)cc1 (centres undefined) | ? | -15% | -26% |
| CCOC(=O)c1cc(-c2ccccc2)n(Cc2cc(CC)no2)n1 | -15% | -4% | -17% |
| CCOc1ccc(CCNC(=O)CN2C(=O)COc3ccc(S(=O)(=O)N(CC)CC)cc32)cc1 | 23µM* | -14% | ? |
| CC(C)CCNC(=O)CCNS(=O)(=O)c1ccc(Cl)cc1 | -2% | 1% | -6% |
| CC(C)[C@@H](CSc1ccccc1)N1CCN(Cc2ccccc2)CCC1=O | ? | 0% | ? |
| O=C(NC1CCCCC1)c1ccc(S(=O)(=O)N2CCOCC2)cc1 | -9% | -2% | -19% |
| COCCCNC(=O)c1sc2nc3n(c(=O)c2c1C)CCC3 | 0% | 0% | -3% |
| O=C(NCc1ccccn1)c1c(O)c2c([nH]c1=O)CCCC2 | -29% | -5% | -7% |
| CC(=O)C1=C(C)NC(SCc2cccc3ccccc23)=C(C#N)C1c1ccco1 (centres undefined) | ? | -5% | ? |
| O=C(COc1cc(Cl)c(Cl)cc1Cl)NC(=O)NC1CCCC1 | ? | -10% | ? |
| O=C(Nc1ccc(NC(=O)C2CC2)nc1)c1ccco1 | -6% | 3% | -14% |
| Cc1cc(C)n(C(=O)CNC(=O)c2cccs2)n1 | ? | 0% | -4% |
| Cc1c(Cl)cccc1NC(=O)CC(C(=O)O)C1CCCO1 (centres undefined) | 0% | 2% | 9% |
| O=C(Nc1nnc(S(=O)(=O)N2CCCCCC2)s1)c1ccccc1F | ? | -2%&-7% | ? |
| COC(=O)c1sc(S(=O)(=O)N2CC(C)OC(C)C2)c(C(=O)OC)c1C (centres undefined) | -2% | -13% | 14% |
| CCOC(=O)c1c(NC(=O)CSc2nnc(-c3ccc(C)cc3)o2)sc(C(C)=O)c1C | ? | 0% | -25% |
| O=Nc1c(O)[nH]c2ccc(F)cc12 | 2% | -14% | -15% |
| COc1ccc(/C=N/N(C)c2cc(=O)n(C)c(=O)[nH]2)cc1OC | -29% | -9% | ? |
| Cc1cc(N2CCCCC2)nc2ccc(NC(=O)CCC(=O)N3CCN(c4ccccc4)CC3)cc12 | ? | -17% | 21µM* |
| CCCCOc1ccc(C(=O)NCC(=O)NC(C)CCc2ccccc2)cc1 (centres undefined) | -5% | ? | -12% |
| Cc1sc2nc(COC(=O)c3ccc(N4CCCC4)c([N+](=O)[O-])c3)[nH]c(=O)c2c1C | -4% | -22% | ? |
| CCN(CC)C(=O)CSc1n[nH]c(=O)n1CCc1ccccc1 | 24% | 3% | -2% |
| COc1ccc(OC)c(S(=O)(=O)N2c3cc(F)ccc3CCC2C)c1 (centres undefined) | 7.3µM* | / | ? |
| CC(C)CNC(=O)COCc1cc(-c2ccc3c(c2)OCO3)on1 | -25% | -1% | ? |
| COc1ccc(C2Nc3ccccc3C(=O)N2O)cc1CN1CCOCC1 (centres undefined) | -18% | 5% | -21% |
| O=C(O)CSC(=S)N1CCCC1 | -6% | -1% | 28% |
| CCc1ccccc1NC(=O)Cn1c(-c2nonc2N)nc2ccccc21 | 1% | -4% | -5% |
| COc1ccc(-c2csc3nc(C)nc(N4CCN(C(C)=O)CC4)c23)cc1OC | -25% | 5% | ? |
| O=C(COC(=O)Cc1cccs1)Nc1cccc(S(=O)(=O)N2CCOCC2)c1 | 14% | -12% | -5% |
| COc1ccc(-c2cc(C(F)(F)F)nc(SCC(=O)N(C)Cc3cn(C)nc3C)n2)cc1OC | 18µM* | -6% | 12µM* |
| COc1ccccc1N1CCN(C(=O)c2sc3ncnc(N4CCN(c5ccccn5)CC4)c3c2C)CC1 | 4.6µM* | -12% | 4.6µM* |
| COc1ccc(CSc2nnnn2-c2ccc(O)cc2)cc1F | -50% | -2% | ? |
| O=C1CC(C(=O)N2CCc3ccccc32)CN1c1cccc(C(F)(F)F)c1 (centres undefined) | -18% | 1% | -28% |
| CCCN(CCC)CCNC(=O)c1cc2c(=O)n(C)c3ccccc3c2n1C | ? | -6% | 18µM* |
| C=C1C(=O)C2=CC1CCC(=O)C1(C)CCC(OC(C)=O)C(C)(C)C1CC2O (centres undefined) | 2.1µM* | / | 2.1µM* |
| COc1ccc(C(=O)NCC(c2ccc3c(c2)OCO3)N2CCN(c3ccc(F)cc3)CC2)cc1 (centres undefined) | 3.3µM* | -1% | 1.6µM* |
| c1ccc(CNc2ncncc2-c2ccoc2)cc1 | ? | -13% | ? |
| COc1ccc(C(=O)O/N=C(\N)c2ccccn2)c(OC)c1 | -22% | 0% | ? |
| c1ccc(CNc2nc(-c3cccs3)nc3ccccc23)cc1 | ? | -5% | ? |
| CC(C)(C)OC(=O)C[C@@H]1C/C=C\C[C@H](CC(=O)N(CCO)Cc2ccccc2)C(=O)NC[C@H](c2ccccc2)OC1=O | ? | -4% | ? |
| CCOc1ccc(C(CC(=O)Nc2cc(C)c(Cl)cc2OC)N2Cc3ccccc3C2=O)cc1OC (centres undefined) | ? | -3% | ? |
| COc1cc(/C=N/NC(=O)COc2ccc([N+](=O)[O-])cc2)ccc1OCC(=O)N1CCOCC1 | -19% | -7% | 16µM* |
| CCC(C(=O)NCCC1=CCCCC1)n1nc(C)c2c(C)n(-c3ccccc3)nc2c1=O (centres undefined) | ? | -2% | 26µM* |
| CCOc1ccc2[nH]c(=O)c(CN(Cc3nnnn3CCc3ccccc3)CC3CCCO3)cc2c1 (centres undefined) | ? | 1% | 15µM* |
| Fc1cccc(Cl)c1Cn1nnc(-c2ccc(N3CCOCC3)cc2)n1 | 1% | -24% | -18% |
| COc1ccc(N/C(=N\c2nc(C)cc(C)n2)NC(=O)C(C)C)cc1OC | -23% | 1% | ? |
| CN(C)CCN(C(=O)C1CCCCC1)c1nc2cc3c(cc2s1)OCCO3 | -15% | / | 9.2µM* |
| CSc1nsc(SCC(=O)Nc2nncs2)n1 | 5% | -9% | 1% |
| Cc1ccc(S(=O)(=O)N(C)C[C@H]2OCc3cnnn3CCCC(=O)N([C@@H](C)CO)C[C@H]2C)cc1 | -12% | / | -5% |
| Cc1ccc(S(=O)(=O)Nc2ccccc2C(=O)N2CCOCC2)cc1 | -3% | -5% | 2% |
| CCOC(=O)c1c(N)sc(=S)c2c1CCC2 | -24% | -4% | ? |
| Cc1ccccc1N1C(=O)c2cccc3c(N(C)CCO)ccc(c23)C1=O | ? | -4% | -26% |
| CC(=O)c1c(C)[nH]c(C(=O)OCC(=O)N2CCN(S(=O)(=O)c3ccc(C)cc3C)CC2)c1C | ? | -3% | ? |
| Cc1cc2oc3ccc(NCCCn4ccnc4)cc3c(=O)c2cc1C | ? | / | 15µM* |
| CCOC(=O)c1c(-c2ccccc2)csc1NC(=O)CCN1C(=O)c2ccccc2C1=O | 2% | 50%[activator] | ? |
| COc1cc(/C=C/C(=O)N2CCOCC2)ccc1OCc1ccccc1 | ? | -1% | ? |
| O=C(O)CCC(=O)N1CCN(c2nc3ccccc3s2)CC1 | 3% | 2% | 6% |
| O=C(Nc1ccccc1)c1ccccc1OCc1cccc([N+](=O)[O-])c1 | ? | -1% | -1% |
| COc1cccc(C(C(=O)NCc2ccccc2)N2CCN(c3ccccc3F)CC2)c1OC (centres undefined) | 21µM* | / | 16µM* |
| CCS(=O)(=O)N1CCc2cc(C(=O)NCc3ccc(C)cc3)ccc21 | ? | 0% | ? |

More structures:
| SMILES | DT40 TDP1 CPT | GCN5L2 inh | DT40 TDP1 no CPT |
| --- | --- | --- | --- |
| COC(=O)CCCC1=CC2=C(c3ccccc3)C(=O)C(C)(OC(=O)C3CCCC3)C(=O)C2=CN1Cc1ccc2c(c1)OCO2 (centres undefined) | 23µM* | 18% | ? |
| COc1ccc(OC)c(Nc2nc(-c3cccs3)cs2)c1 | -1% | -11% | -20% |
| COc1ccc(CNC(=O)CSc2nnnn2Cc2ccccc2)cc1 | ? | -7% | ? |
| CC1CN(C(=O)Cn2cnc3c2c(=O)n(C)c(=O)n3C)CC(C)O1 (centres undefined) | 4% | -16% | -8% |
| COCCn1c(CN2CCN(c3ccc(OC)cc3)CC2)nc2c1c(=O)n(C)c(=O)n2C | ? | -3% | ? |
| N#Cc1c(NC(=O)CCC(=O)O)sc2c1CCCC2 | 0.58µM* | -1% | 0% |
| Cc1c(CC(=O)NCCc2ccccc2F)c(=O)oc2cc(O)c(Cl)cc12 | -17% | ? | -20% |
| CCCC(=O)NC(Nc1cc(C(F)(F)F)ccc1Cl)C(Cl)(Cl)Cl (centres undefined) | 18µM* | -2% | 18µM* |
| N#Cc1c(/N=C/c2cc(Br)cs2)sc2c1CCC2 | -16% | / | -16% |
| O=C(Nc1ccsc1C(=O)O)c1ccc(Cl)cc1 | 5% | -3% | ? |
| Cc1ccccc1-c1cncnc1NCc1cccs1 | ? | -7% | ? |
| COc1ccc([N+](=O)[O-])cc1NC(=O)CC(C)c1ccccc1 (centres undefined) | -18% | -8% | -24% |
| CCCSCCCNC(=O)C1CCCN(c2nn3cc(-c4ccc(OC)cc4)nc3s2)C1 (centres undefined) | 21µM* | -10% | 13µM* |
| Cc1ccc(S(=O)(=O)N2CCOCC2)cc1C(=O)Nc1c(C)n(C)n(-c2ccccc2)c1=O | -1% | -1% | 0% |
| O=C(Nc1ccccc1)c1ccco1 | -14% | -21% | 13% |
| O=C(CCCN1C(=O)/C(=C/c2ccco2)SC1=S)Nc1ccccc1 | ? | -10% | ? |
| CN(CC(=O)Nc1cccc(F)c1)C(=O)CN1C(=O)NC2(CCCCC2)C1=O | ? | -21% | 21µM* |
| CC(OC(=O)c1ccc(S(=O)(=O)N2CCOCC2)cc1)c1ccccc1 (centres undefined) | ? | 1% | ? |
| C[C@@H]1CN([C@H](C)CO)C(=O)c2cc(NC(=O)Nc3ccc(F)cc3)ccc2O[C@@H](C)CCCCO[C@H]1CN(C)Cc1ccc(C(=O)O)cc1 | 0% | / | -34% |
| O=C(Nc1c[nH]c(=O)[nH]c1=O)c1ccc2c(c1)C(=O)N(c1cccc([N+](=O)[O-])c1)C2=O | 8% | -2% | 1% |
| CCOC(=O)c1c(-c2ccc(OC)cc2)oc2ccc(OCc3ccccc3C)cc12 | -23% | 33%[activator] | ? |
| COc1ccc(/C=C/C(=O)O/N=C(\N)c2ccccn2)cc1OC | -9% | 7% | -14% |
| Cc1ccc2oc(C(=O)NCc3ccccc3)cc(=O)c2c1 | 3% | -3% | -22% |
| Cc1nnc(SCC(=O)Nc2cccc(S(=O)(=O)N(C)c3ccccc3)c2)s1 | 8.2µM* | -6% | 6.5µM* |
| COc1ccc(N2C(=O)CCC(C(=O)N3CCC(C(N)=O)CC3)C2c2ccc(F)cc2)cc1 (centres undefined) | -1% | -1% | -1% |
| CCOc1ccc(NC(=O)CCC(=O)NNC(=O)NC2CCCCC2)cc1 | -26% | -21% | -28% |

Entries of single compounds from above:
CCOc1ccc(NC(=O)CCC(=O)NNC(=O)NC2CCCCC2)cc1 as listed: DT40 TDP1 CPT = -26%; GCN5L2 inh = -21%; DT40 TDP1 no CPT = -28%
Cc1ccc2oc(C(=O)NCc3ccccc3)cc(=O)c2c1 as listed: DT40 TDP1 CPT = 3%; GCN5L2 inh = -3%; DT40 TDP1 no CPT = -22%

Screening results: PubChem BioAssay, National Center for Advancing Translational Sciences (NCATS)

Not all compounds are listed (hit frequency here may not be typical).
